p53 PUMA act: mutant p53 pathway re-activators, primary screen, cell-based, SW480, luciferase, single point, HTS; SW480 PUMA-promoter luciferase, p53 mutant reactivation; activation, % at 9.98 µM; 1.5% of 28,000 active; AID 624151, 2012; in the data active = activation above about 52%
STK33 inh: STK33 kinase inhibitors, primary screen, biochemical, luminescence, ADP-Glo, MBP substrate; Serine/threonine-protein kinase 33 (Homo sapiens), Q9BYT3; inhibition, % at 12.5 µM; 0.44% of 27,000 active; in the data active = inhibition above about 20%
Target sequence (Q9BYT3 whole entry, looked up): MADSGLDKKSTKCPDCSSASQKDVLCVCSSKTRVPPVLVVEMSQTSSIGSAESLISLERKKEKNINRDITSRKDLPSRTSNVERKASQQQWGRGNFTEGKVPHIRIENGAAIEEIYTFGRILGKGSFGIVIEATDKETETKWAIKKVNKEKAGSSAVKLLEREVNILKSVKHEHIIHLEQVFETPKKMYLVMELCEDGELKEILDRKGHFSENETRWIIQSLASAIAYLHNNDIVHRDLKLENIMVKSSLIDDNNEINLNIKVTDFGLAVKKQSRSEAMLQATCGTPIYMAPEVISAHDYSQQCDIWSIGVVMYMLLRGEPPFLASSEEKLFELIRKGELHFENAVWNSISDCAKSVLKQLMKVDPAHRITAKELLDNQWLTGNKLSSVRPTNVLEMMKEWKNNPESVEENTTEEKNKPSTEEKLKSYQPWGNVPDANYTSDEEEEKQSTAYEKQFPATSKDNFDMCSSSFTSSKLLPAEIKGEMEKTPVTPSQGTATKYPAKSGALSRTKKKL
Numbers without * were called inactive; nt = no result given. These rows are one share of the data; rates above refer to the full screens.

SMILES	p53 PUMA act	STK33 inh
O=C(CSC1CC(=O)N(c2ccccc2)C1=O)Nc1ccc(Cl)c(Cl)c1 (centres undefined)	0	-1
C[C@@H]1CCCCO[C@H](CN(C)S(=O)(=O)c2ccccc2)[C@@H](C)CN([C@H](C)CO)C(=O)c2cc(NS(=O)(=O)c3cn(C)cn3)ccc2O1	nt	0
CCSC(=O)NC1CCCCC1	nt	1
C=C1C2=CC(=O)O[C@@H](c3ccoc3)[C@]2(C)CCC1[C@@]1(C)C=CC(=O)C(C)(C)[C@@H]1CC(=O)OC (some centres undefined)	nt	-6
O=C(OCc1ccco1)c1ccc(S(=O)(=O)N2CCCCC2)cc1	14	6
O=C(CSc1nc2ccc([N+](=O)[O-])cc2[nH]1)Nc1ccc(F)cc1	-17	-1
CNC[C@H]1OCCCC[C@H](C)Oc2ccc(NC(=O)C3CCCCC3)cc2C(=O)N([C@@H](C)CO)C[C@@H]1C	-6	nt
COC(=O)c1cccc(C(=O)OC)c1	nt	0
Nc1nonc1N1CCCCC1	1	nt
COc1ccc(NC(=O)Nc2ccc3c(c2)C(=O)N([C@H](C)CO)C[C@H](C)[C@H](CN(C)C(=O)Nc2ccc(F)cc2)OCCCC[C@@H](C)O3)cc1	nt	0
C[C@H](CO)N1C[C@H](C)[C@@H](CN(C)Cc2ccc3c(c2)OCO3)Oc2c(NC(=O)NC3CCCCC3)cccc2C1=O	-17	nt
CCOC(=O)c1c(NC(=O)Cn2nc([N+](=O)[O-])c(Cl)c2C)sc2c1CCC2	-7	5
CC(C)NC(=O)N(C)C[C@@H]1OCCCC[C@H](C)Oc2ccc(NC(=O)Nc3ccc(F)cc3)cc2C(=O)N([C@@H](C)CO)C[C@@H]1C	-2	nt
C[C@@H]1CN([C@H](C)CO)C(=O)c2cc(NS(=O)(=O)c3ccc(Cl)cc3)ccc2O[C@@H]1CN(C)S(C)(=O)=O	nt	4
Cc1ccc(S(=O)(=O)N(C)C[C@H]2Oc3ccc(N(C)C)cc3C(=O)N([C@@H](C)CO)C[C@@H]2C)cc1	8	-2
Cc1sc(NC(=O)c2cc3ccccc3oc2=O)c(C(=O)NCc2cccnc2)c1C	1	2
COc1ccc([N+](=O)[O-])cc1N(CC(=O)Nc1ccccc1Cl)S(C)(=O)=O	-12	-2
C[C@@H]1CN([C@@H](C)CO)C(=O)c2cc(NC(=O)C3CC3)ccc2O[C@H]1CN(C)Cc1ccc(Cl)c(Cl)c1	-4	0
CC(Oc1ccc(Br)cc1)C(=O)Nc1ccccc1[N+](=O)[O-] (centres undefined)	10	0
C[C@H]1CN([C@@H](C)CO)C(=O)Cc2cc(NC(=O)CCC(F)(F)F)ccc2O[C@H]1CN(C)C(=O)Nc1ccc(C(F)(F)F)cc1	nt	-3
C[C@H](CO)N1C[C@H](C)[C@H](CN(C)S(=O)(=O)c2cn(C)cn2)Oc2ccc(NS(C)(=O)=O)cc2CC1=O	1	-4
CN(CC(=O)O)S(=O)(=O)c1cc(Cl)ccc1Cl	4	-1
COc1cc(C)c(C(=O)Oc2cc(C)c(C(=O)Oc3cc(C)c(C(=O)NC(C)C(=O)O)c(O)c3)c(O[C@@H]3O[C@H](CO)[C@@H](O)[C@H](O)[C@H]3O)c2)c(OC)c1 (some centres undefined)	-24	-10
CNC[C@H]1Oc2ccc(NC(=O)Nc3cccc4ccccc34)cc2C(=O)N([C@@H](C)CO)C[C@@H]1C	nt	-2
Cc1cnc(NC(=O)C2C(=O)c3ccccc3S(=O)(=O)N2C)s1 (centres undefined)	nt	-2
SMILES	p53 PUMA act	STK33 inh
C[C@@H]1CN([C@@H](C)CO)S(=O)(=O)c2ccc(C#Cc3ccncc3)cc2O[C@H]1CN(C)C	24	nt
C[C@H](CO)N1C[C@H](C)[C@@H](CN(C)Cc2ccc(Cl)c(Cl)c2)Oc2c(NC(=O)C3CCOCC3)cccc2C1=O	-12	nt
C[C@@H]1CN([C@@H](C)CO)C(=O)c2cccc(NC(=O)NC3CCCCC3)c2O[C@@H]1CN(C)C(=O)Nc1ccc(F)cc1	-62	nt
CC(C)NC(=O)N(C)C[C@@H]1Oc2c(NC(=O)c3cnccn3)cccc2C(=O)N([C@H](C)CO)C[C@H]1C	11	nt
COc1ccc(NC(=O)N(C)C[C@@H]2Oc3ccc(NC(=O)Nc4ccccc4)cc3CC(=O)N([C@H](C)CO)C[C@@H]2C)cc1	nt	-3
C[C@@H]1CN([C@H](C)CO)C(=O)c2cc(NC(=O)CCN3CCOCC3)ccc2O[C@H]1CN(C)C	10	nt
CC12C(=O)OC(=O)C1(C)C1CCC2O1 (centres undefined)	-70	nt
C[C@H](CO)N1C[C@H](C)[C@H](CN(C)C(=O)Nc2ccc(F)cc2)Oc2ccc(NC(=O)c3ccncc3)cc2CC1=O	2	3
C[C@@H]1CN([C@@H](C)CO)C(=O)c2cc(NC(=O)Nc3ccc(F)cc3)ccc2O[C@@H](C)CCCCO[C@@H]1CN(C)C(=O)c1ccccc1	-3	nt
CNC[C@H]1Oc2ccc(NS(=O)(=O)c3cccs3)cc2CC(=O)N([C@@H](C)CO)C[C@@H]1C	0	nt
COCC#Cc1cnc2c(c1)C(=O)N([C@H](C)CO)C[C@H](C)[C@@H](CN(C)C(=O)Nc1cc(F)ccc1F)O2	13	nt
Cc1noc(C)c1NC(=O)N(C)C[C@@H]1Oc2ccc(NC(=O)c3ccncc3)cc2CC(=O)N([C@H](C)CO)C[C@@H]1C	2	2
C[C@H]1CN([C@@H](C)CO)C(=O)Cc2cc(NC(=O)CCN3CCOCC3)ccc2O[C@@H]1CN(C)C(=O)Nc1ccccc1	15	3
O=C(C1=C[C@@H](c2ccc3c(c2)OCO3)C[C@@H](OCc2ccc(CO)cc2)O1)N1CCCCC1	nt	-2
C[C@@H]1CN([C@H](C)CO)C(=O)c2cccc(NS(=O)(=O)c3ccc(Cl)cc3)c2O[C@@H]1CN(C)Cc1ccncc1	-4	nt
CC1(C)CC(=O)c2c(O)cc(OCC(=O)c3ccc(Cl)c(Cl)c3)cc2O1	39	2
CSc1ccccc1NC(=O)C(C)n1nc(C)c([N+](=O)[O-])c1C (centres undefined)	-2	-9
CS(=O)(=O)N(CC(=O)Nc1ccc(F)c(Cl)c1)Cc1ccccc1	-5	-1
COCCOC(=O)N1C(=O)[C@@]2(c3cc(C#CCC(C(=O)OC)C(=O)OC)ccc31)[C@H](C(N)=O)[C@H]1C(=O)O[C@H](c3ccccc3)[C@H](c3ccccc3)N1[C@@H]2c1ccccc1OCCO	nt	12
C[C@H]1CN([C@@H](C)CO)C(=O)Cc2cc(NS(C)(=O)=O)ccc2O[C@@H]1CN(C)Cc1ccc2c(c1)OCO2	nt	-4
COc1ccc(S(=O)(=O)N(C)C[C@H]2Oc3ccc(NS(=O)(=O)c4cn(C)cn4)cc3C(=O)N([C@@H](C)CO)C[C@H]2C)cc1	nt	2
CNC[C@@H]1OCCCC[C@H](C)Oc2ccc(NS(=O)(=O)c3c(C)noc3C)cc2C(=O)N([C@@H](C)CO)C[C@H]1C	-3	nt
Cc1noc(C)c1S(=O)(=O)N(C)C[C@H]1Oc2ccc(NS(=O)(=O)c3ccc(Cl)cc3)cc2C(=O)N([C@H](C)CO)C[C@H]1C	9	nt
C[C@H]1CCCCO[C@H](CN(C)C)[C@@H](C)CN([C@@H](C)CO)C(=O)c2cc(NS(=O)(=O)c3ccc(Cl)cc3)ccc2O1	-1	nt
C[C@@H]1CN([C@H](C)CO)C(=O)c2cc(-c3cccnc3)cnc2O[C@@H]1CN(C)C(=O)NC1CCCC1	4	nt

Reformatted comma-delimited: 12 of the compounds above.
molecule,p53 PUMA act,STK33 inh
C[C@@H]1CN([C@@H](C)CO)S(=O)(=O)c2ccc(C#Cc3ccncc3)cc2O[C@H]1CN(C)C,24,nt
C[C@H](CO)N1C[C@H](C)[C@@H](CN(C)Cc2ccc(Cl)c(Cl)c2)Oc2c(NC(=O)C3CCOCC3)cccc2C1=O,-12,nt
C[C@@H]1CN([C@@H](C)CO)C(=O)c2cccc(NC(=O)NC3CCCCC3)c2O[C@@H]1CN(C)C(=O)Nc1ccc(F)cc1,-62,nt
CC(C)NC(=O)N(C)C[C@@H]1Oc2c(NC(=O)c3cnccn3)cccc2C(=O)N([C@H](C)CO)C[C@H]1C,11,nt
COc1ccc(NC(=O)N(C)C[C@@H]2Oc3ccc(NC(=O)Nc4ccccc4)cc3CC(=O)N([C@H](C)CO)C[C@@H]2C)cc1,nt,-3
C[C@@H]1CN([C@H](C)CO)C(=O)c2cc(NC(=O)CCN3CCOCC3)ccc2O[C@H]1CN(C)C,10,nt
CC12C(=O)OC(=O)C1(C)C1CCC2O1 (centres undefined),-70,nt
C[C@H](CO)N1C[C@H](C)[C@H](CN(C)C(=O)Nc2ccc(F)cc2)Oc2ccc(NC(=O)c3ccncc3)cc2CC1=O,2,3
C[C@@H]1CN([C@@H](C)CO)C(=O)c2cc(NC(=O)Nc3ccc(F)cc3)ccc2O[C@@H](C)CCCCO[C@@H]1CN(C)C(=O)c1ccccc1,-3,nt
CNC[C@H]1Oc2ccc(NS(=O)(=O)c3cccs3)cc2CC(=O)N([C@@H](C)CO)C[C@@H]1C,0,nt
COCC#Cc1cnc2c(c1)C(=O)N([C@H](C)CO)C[C@H](C)[C@@H](CN(C)C(=O)Nc1cc(F)ccc1F)O2,13,nt
Cc1noc(C)c1NC(=O)N(C)C[C@@H]1Oc2ccc(NC(=O)c3ccncc3)cc2CC(=O)N([C@H](C)CO)C[C@@H]1C,2,2

(next part)
SMILES	p53 PUMA act	STK33 inh
COc1ccc(OC)c(NS(=O)(=O)c2cc(OC)ccc2OC)c1	-8	0
Cc1ccc(C2CC(=O)NC(SCC(=O)OC(C)C)=C2C#N)cc1 (centres undefined)	5	nt
O=C(Cn1cc(C(=O)c2ccccc2F)c2ccccc21)Nc1ccccc1	-3	3
O=C(O)CCSc1nnc2c(n1)[nH]c1ccccc12	-3	-6
Cc1noc(C)c1NC(=O)N(C)C[C@H]1Oc2ccc(NC(=O)Nc3cccc4ccccc34)cc2C(=O)N([C@@H](C)CO)C[C@@H]1C	-7	nt
C[C@@H]1CN([C@H](C)CO)C(=O)c2cc(NS(C)(=O)=O)ccc2O[C@@H]1CN(C)C	5	nt
CNC[C@H]1Oc2c(NC(=O)Nc3ccc(C(F)(F)F)cc3)cccc2C(=O)N([C@H](C)CO)C[C@H]1C	3	nt
Brc1ccc2[nH]c3c(c2c1)CCCC3NCc1ccccc1 (centres undefined)	-44	nt
C=C1CCC2(C(=O)OC3OC(CO)C(O)C(O)C3OC3OCC(O)C(O)C3O)CCC3(C)C(=CCC4C5(C)CCC(OC6OC(CO)C(O)C(O)C6O)C(C)(CO)C5CCC43C)C2C1 (centres undefined)	5	-9
C[C@H]1CN([C@@H](C)CO)C(=O)c2cc(NC(=O)Nc3ccccc3)ccc2O[C@H]1CN(C)C(=O)Nc1ccccc1	-6	-7
COc1cc(C(Nc2ccccn2)c2cc(Cl)c3cccnc3c2O)cc(I)c1O (centres undefined)	-1	0
CC(C)(C)c1cc(CN2CCOCC2)c(C(=O)O)o1	-5	2
COc1cc2ccc(=O)oc2c(O[C@@H]2O[C@H](CO)[C@@H](O)[C@H](O)[C@H]2O)c1OC	-3	1
CNC[C@@H]1Oc2ccc(NC(=O)CCC(F)(F)F)cc2CC(=O)N([C@H](C)CO)C[C@@H]1C	4	-2
COc1ccc(CCNC(=S)Nc2c(C)nn(C)c2C)cc1OC	10	-1
CC/C=C\CC1C(=O)C=C/C1=C/CCCCCCC(=O)O (centres undefined)	nt	-6
CC(=O)CCc1c(C)[nH]c2ccc(NC(C)=O)cc2c1=O	-8	-6
CC(C)Cc1ccc(/C=C/C(=O)N2CCCC2)cc1	nt	-1
C[C@H]1CN([C@@H](C)CO)C(=O)c2cc(NS(=O)(=O)c3ccc(Cl)cc3)ccc2O[C@@H]1CN(C)Cc1ccc(C(F)(F)F)cc1	nt	5
CC#CCc1cc2ccccc2c(=O)o1	-2	-2
Cc1cc(C)c(S(=O)(=O)N(C)CC(=O)Nc2cccc(C)c2C)c(C)c1	-4	-10
C[C@@H]1CN([C@@H](C)CO)S(=O)(=O)c2ccc(C#C[C@@H](C)O)cc2O[C@@H]1CN(C)Cc1cncnc1	4	nt
c1ccc2c(c1)OCC(c1nn3c(Cn4cnc5ccccc54)nnc3s1)O2 (centres undefined)	-26	-7
CC(C)(C)C(=O)CSc1nnc(-c2ccco2)n1Cc1ccco1	45	-2
CCCC#Cc1cnc2c(c1)C(=O)N([C@H](C)CO)C[C@H](C)[C@H](CN(C)C(=O)c1ccc(F)cc1)O2	8	nt
SMILES	p53 PUMA act	STK33 inh
COc1ccc(NC(=O)CSc2nc(-c3ccc(Cl)cc3)cc(C(F)(F)F)n2)c([N+](=O)[O-])c1	9	-3
Cc1ccc(S(=O)(=O)N(C)C[C@H]2OCCCC[C@H](C)Oc3ccc(NC(=O)Cc4ccccc4)cc3C(=O)N([C@H](C)CO)C[C@@H]2C)cc1	-27	nt
C[C@@H]1CCCCO[C@@H](CN(C)S(=O)(=O)c2ccc(Cl)cc2)[C@@H](C)CN([C@H](C)CO)C(=O)c2cc(NC(=O)c3ccccc3)ccc2O1	nt	-3
CCc1cc(C)cc(OCCn2cc(C=C3C(=O)NC(=O)NC3=O)c3ccccc32)c1	nt	2
C/C=C/c1ccc2c(c1)O[C@@H](CN(C)C(=O)Cc1cccnc1)[C@@H](C)CN([C@@H](C)CO)S2(=O)=O	8	nt
COc1ccc(S(=O)(=O)N(C)CC(=O)Nc2ccc(Cl)c(Cl)c2)cc1	2	5
C[C@H]1CN([C@@H](C)CO)C(=O)CCCn2nncc2CO[C@@H]1CN(C)C	2	nt
C=CC1CN(C=O)CCC1CCC(=O)c1ccnc2ccccc12 (centres undefined)	-1	-3
C=C[C@](C)(CC/C=C(\C)CC[C@H](O)C(C)(C)O)O[C@@H]1O[C@H](CO)[C@@H](O)[C@H](O)[C@H]1O	1	1
CC(=O)Nc1ccccc1-c1nc2ccccc2nc1OCC(=O)c1ccc(Cl)cc1	11	1
